# AGP1 TOR yeast: yeast TOR pathway AGP1-GFP modulation. S. cerevisiae AGP1-GFP multiplex flow cytometry, 3 h; GFP as percent of DMSO wells. 320,000 compounds, 0.02% hits. GFP response vs DMSO, % at 10 µM. AID 2066;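 active = GFP response relative to DMSO above a set limit, near screen average plus 3 SD, cut at about 150% in these data; inconclusive = fewer than 70 cells counted for the yeast strain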;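 also: median GFP channel fluorescence of the gated AGP1 strain per well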
# MCL1 BIM primary: MCL1-BIM-BH3 interaction inhibition (human) | Q07820 | GST-MCL1 / FITC-Bim-BH3 fluorescence polarization | inhibition, % at 10.9 µM | 320,000 compounds, 0.68% hits | AID 2057;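 active = inhibition above the mean inhibition of all tested compounds plus 3 SD, set per campaign, cut at about 40% in these data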;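 also: 0% = DMSO wells and 100% = unlabeled Bim-BH3 peptide control; higher means more loss of mP so more displacement of Bim peptide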
# Target sequence (Q07820 whole entry, looked up): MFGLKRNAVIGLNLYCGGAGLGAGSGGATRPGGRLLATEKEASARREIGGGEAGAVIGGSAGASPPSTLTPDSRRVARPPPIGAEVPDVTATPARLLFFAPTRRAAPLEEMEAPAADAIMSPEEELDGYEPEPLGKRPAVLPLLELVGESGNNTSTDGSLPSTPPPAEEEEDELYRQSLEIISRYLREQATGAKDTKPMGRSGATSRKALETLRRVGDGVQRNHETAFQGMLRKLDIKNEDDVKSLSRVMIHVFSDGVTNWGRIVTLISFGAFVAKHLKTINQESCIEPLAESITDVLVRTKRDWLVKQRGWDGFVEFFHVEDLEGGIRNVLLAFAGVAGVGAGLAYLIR
# CIT2-GFP yeast: yeast TOR pathway CIT2-GFP modulation | AID 2029 | S. cerevisiae CIT2-GFP strain, flow cytometry, 3 h; 100 means same as DMSO wells | GFP response vs DMSO, % at 10 µM | 320,000 compounds, 0.065% hits;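 active = GFP response relative to DMSO above a set limit, near the screen mean plus 3 SD, cut at about 150% in these data; inconclusive = Fewer than 70 cells measured for a yeast strain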;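 also: ratio of well median GFP fluorescence to mean of DMSO wells on the plate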
# GRK2 inh: inhibitors of human GRK2 displacing RNA aptamer; bead flow cytometry, FAM-aptamer displacement from GRK2; inhibition of aptamer binding, % at 10 µM; 330,000 compounds, 0.59% hits; AID 488847;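 active = inhibition of aptamer binding above 40%, roughly 3 SD of noise, on plates passing a quality check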;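 also: median bead fluorescence of bound FAM aptamer so fluorescent compounds give negative values; no value below 0 was filed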
# MEX-5 binding: C. elegans MEX-5 TCR-2 RNA binding activity; MEX-5/FITC-TCR2 RNA binding, fluorescence polarization; hits give low values; 300,000 compounds, 0.38% hits; AID 1832; activity score (negative = inhibition of binding), % at 10 µM;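 active = inhibition past about -25% in most replicates, and total fluorescence under double the plate's negative control median, limit read from the data; inconclusive = replicates evenly split on the limit, or fluorescence at least double controls; inactive = too little inhibition in most replicates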;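 also: 0% = DMSO and -100% = 5 µM competing unlabeled TCR2 RNA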
# Target sequence (Q9XUB2 whole entry, looked up): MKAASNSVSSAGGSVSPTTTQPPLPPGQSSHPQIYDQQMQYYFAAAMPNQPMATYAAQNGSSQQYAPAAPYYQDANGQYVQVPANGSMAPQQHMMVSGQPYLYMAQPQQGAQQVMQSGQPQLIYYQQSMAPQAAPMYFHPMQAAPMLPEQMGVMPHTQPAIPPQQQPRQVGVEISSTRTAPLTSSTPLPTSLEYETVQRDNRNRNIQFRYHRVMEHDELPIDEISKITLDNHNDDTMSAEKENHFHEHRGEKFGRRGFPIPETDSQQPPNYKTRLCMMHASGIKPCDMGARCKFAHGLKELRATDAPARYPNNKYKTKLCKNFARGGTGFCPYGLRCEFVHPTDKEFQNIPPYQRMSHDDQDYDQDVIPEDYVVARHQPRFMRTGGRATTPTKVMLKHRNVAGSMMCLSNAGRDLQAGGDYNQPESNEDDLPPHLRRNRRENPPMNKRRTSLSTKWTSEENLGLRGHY
# GLD-1 TGE inh: GLD-1-TGE RNA interaction inhibition (C. elegans); Q17339; purified GLD-1 + fluorescein TGE RNA, fluorescence polarization; inhibition, % at 5.96 µM; 320,000 compounds, 0.44% hits; AID 2280;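 active = percent inhibition above a per-plate cutoff, the plate mean of test compounds plus 3 SD, cut at about 30% in these data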;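 also: 0% = DMSO wells with GLD-1 and probe and 100% = wells lacking GLD-1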
# VLA-4 inh: inhibition in a human VLA-4 binding assay | VLA-4 expressing cells, ligand binding flow cytometry | inhibition, % (about 7 µM as worked out from the volumes in the protocol) | P13612 | AID 2557 | 330,000 compounds, 0.2% hits; in the data active = inhibition above about 50%
# Bcl-xL primary: Bcl-xL (human) inhibition; Q07817; GST-Bcl-xL / FITC-Bim BH3 peptide fluorescence polarization; inhibition, % at 10.9 µM; 320,000 compounds, 0.7% hits; AID 2129;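 active = inhibition above the mean of all tested compounds plus 3 SD, cutoff set per campaign, cut at about 30% in these data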;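 also: 0% = DMSO wells and 100% = unlabeled Bim-BH3 peptide competitor; inhibitors lower millipolarization by displacing the labeled peptide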
# Target sequence (Q07817 whole entry, looked up): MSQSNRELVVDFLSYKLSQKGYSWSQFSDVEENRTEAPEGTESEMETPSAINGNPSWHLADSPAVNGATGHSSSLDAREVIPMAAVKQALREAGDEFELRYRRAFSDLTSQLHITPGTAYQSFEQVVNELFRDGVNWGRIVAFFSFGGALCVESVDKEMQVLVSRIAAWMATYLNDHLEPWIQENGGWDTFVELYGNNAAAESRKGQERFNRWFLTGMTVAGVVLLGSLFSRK
# Yeast superoxide: lowers age-related superoxide in aged yeast cells | S. cerevisiae aged cells, superoxide DHE fluorescence; hits give low values | superoxide response (% of plate mean), % at 10 µM | 330,000 compounds, 0.18% hits;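 active = superoxide response under a set limit, about three screen SD below normal, cut at about 65% in these data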;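 also: yeast aged for seven days with compound at 30 °C before DHE staining; 100% = average MFI of all compound-treated wells on the plate with controls excluded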
# * marks the source's active call; other numbers are inactive results; ? = inconclusive; / = no result given.
SMILES,AGP1 TOR yeast,MCL1 BIM primary,CIT2-GFP yeast,GRK2 inh,MEX-5 binding,GLD-1 TGE inh,VLA-4 inh,Bcl-xL primary,Yeast superoxide
O=C(NC1CCC(O)CC1)c1ccc(-c2ccc([N+](=O)[O-])cc2)o1 (centres undefined),105.3,0.3,101.3,3.0,-2.1,4.8,3.8,2.2,97.3
CCOC(=O)c1sc(=S)n(-c2ccc(F)c(F)c2)c1N,110.2,8.0,109.3,1.0,0.9,7.2,1.6,6.8,120.4
COc1ccc(C)cc1NC(=O)C(CCS(C)(=O)=O)NC(C)=O (centres undefined),94.3,-9.8,98.2,0.0,-1.8,2.1,0.1,-3.2,109.0
Cc1ccsc1/C=N\NC(=O)CCc1c(C)n[nH]c1C,95.2,-0.8,95.4,0.0,-2.3,6.7,16.1,3.5,106.5
CCC(C(=O)NCCC(C)C)n1ccc2cc(S(=O)(=O)N3CCCCC3)ccc21 (centres undefined),97.6,-0.2,105.5,1.0,2.6,4.8,-3.7,-0.2,89.9
COc1ccccc1OCC(=O)Nc1cccc(-c2nnc(-c3ccco3)o2)c1,95.6,-3.6,89.9,1.0,-1.1,-1.0,-7.5,1.1,97.7
Cc1ccc(CN2CCN(CCCn3cccn3)CC2CCO)cc1 (centres undefined),111.6,0.1,108.4,0.0,-1.5,2.9,13.2,-0.5,97.4
Cc1nn(-c2ccc(C(=O)Nc3nnc(C4CC4)s3)cc2)c(C)c1Cl,97.8,5.0,99.3,0.0,0.4,-1.2,3.9,3.4,79.2
Cc1ccc(NS(=O)(=O)c2ccc(OCC(=O)NCc3ccccn3)cc2)cc1,102.9,-4.3,100.7,0.0,5.5,4.8,-2.3,-3.4,96.1
COc1ccc(C(=O)NC(Cn2ccnc2)C(C)(C)C)cc1OC1CCN(C(C)C)CC1 (centres undefined),95.3,6.5,113.7,80.0*,0.7,6.2,2.3,2.6,93.4
CC(C)(C)C(=O)NC1CC2CCCC(C1)N2C(=O)Nc1ccccc1 (centres undefined),103.5,-2.1,100.5,0.0,-3.4,0.0,0.0,6.3,94.2
N#Cc1c(-n2cccc2)cccc1-n1cccc1,?,4.3,?,2.0,0.1,4.7,-4.0,2.6,109.5
COc1ccc(OC)c(NC(=O)Cc2cccs2)c1,102.3,10.3,108.7,3.0,-0.2,-4.3,-0.3,5.5,101.8
Cc1nc(SCC(=O)NCC2CCCO2)nc(C)c1C (centres undefined),100.4,/,105.6,1.0,/,1.4,-1.3,/,104.2
Cc1sc2nc(CN3CCOCC3)nc(NCCc3ccccc3)c2c1C,85.9,-0.2,89.6,0.0,1.7,-4.6,0.1,3.2,85.6
O=C(N/N=C/c1ccc[nH]1)c1sc2ccccc2c1Cl,97.8,-6.7,96.1,2.0,0.8,-9.2,-44.0,-6.9,125.6
Cc1cccc(N2CCN(C(=O)c3noc4c3COc3ccc(C)cc3-4)CC2C)c1 (centres undefined),84.9,1.5,82.6,2.0,1.1,8.4,22.9,3.1,88.3
O=C(CSc1ccccc1)NCc1ccco1,103.8,8.4,101.4,2.0,1.5,-1.5,-0.3,6.9,96.2
CN1C(=O)N(c2nnc(C(C)(C)C)s2)C(=O)C1c1ccccc1 (centres undefined),105.6,4.3,98.6,1.0,0.3,5.8,-0.6,-0.3,97.5
COc1ccc(C(=O)OCC(=O)NCC2CCCCC2)cc1S(=O)(=O)N1CCCc2ccccc21,101.1,5.0,94.5,2.0,0.1,-0.2,1.8,7.5,106.0
CSc1nsc(SCC(=O)N2CCCCC2)n1,99.8,4.2,96.1,2.0,1.5,6.0,4.0,-1.9,96.3
Cc1ccc2c(c1)nc(NCCCO)n2C,103.5,2.1,99.3,0.0,-0.3,2.5,3.8,2.5,92.5
CCCn1c(SCC(=O)NC23CC4CC(CC(C4)C2)C3)n[nH]c1=O,104.0,-1.3,98.3,0.0,-1.0,0.7,1.7,-0.9,111.2
COc1ccc(-n2c(Cc3cccn3C)nnc2SCC(=O)N2CCCC2)cc1,105.5,-5.7,99.6,0.0,2.7,9.3,26.4,2.2,90.3
O=C(Cc1ccccc1[N+](=O)[O-])NCCC1=CCCCC1,110.6,3.9,99.8,0.0,-0.5,4.4,7.5,4.7,90.0
CCOC(=O)C1=C(C(F)(F)F)Nc2ncnn2C1c1cc(OC)c(OC)cc1OC (centres undefined),/,-11.8,/,4.0,-0.2,-2.4,-12.5,-2.3,92.7
S=C(NCCc1ccccc1)NCCN1CCOCC1,96.1,8.0,104.7,2.0,0.5,1.3,-0.2,5.2,96.3
Cc1nc2ccc(NC(=O)Cc3cccs3)cc2s1,99.0,-11.4,91.4,4.0,-3.4,-4.2,13.0,1.1,104.0
COc1cc(OC)c(N(C)C(=O)c2cc3c(s2)-c2ccccc2S(=O)(=O)C3)cc1Cl,96.8,0.8,92.0,0.0,1.8,-1.8,-3.5,3.9,129.7
CNC(=O)COc1ccc(S(=O)(=O)Nc2ccccc2)cc1,99.5,1.9,101.2,0.0,-0.1,-0.6,2.3,2.0,100.2
CC(=O)c1nnn(-c2ccc([N+](=O)[O-])cc2C)c1C,97.4,-0.4,87.6,0.0,1.3,-1.4,-10.2,2.6,101.1
Cc1ccc(C)c(S(=O)(=O)ON2C(=O)c3ccccc3C2=O)c1,68.3,-7.9,81.1,1.0,-2.3,0.3,12.4,-1.2,96.6
O=C(NNC(=O)c1ccccc1Cl)c1ccncc1,96.8,11.0,94.0,0.0,-1.4,-5.4,11.3,6.1,93.6
CC1=CC(C)C2COC(c3ccc[n+](C)c3)C1C2C (centres undefined),105.9,-24.3,108.6,0.0,1.1,1.3,14.1,-4.3,90.3
CCCc1cc(C(=O)OC)c(NC(=O)CCC(=O)O)s1,94.7,8.5,98.8,2.0,0.7,1.9,-7.7,3.5,92.5
CCOC(=O)C(CC)/C(C)=N\NC(=O)CCC(=O)Nc1ccc(Cl)cc1Cl (centres undefined),94.4,1.4,90.4,0.0,-0.4,-4.1,-9.8,-2.1,88.9
CCCCC(NC(=O)Cc1c(C)c2cc3c(C)c(C)oc3c(C)c2oc1=O)C(=O)O (centres undefined),92.4,-3.0,98.7,0.0,2.2,-1.9,6.7,5.0,91.6
O=C1c2ccccc2C(=O)N1OS(=O)(=O)c1ccc(F)cc1,93.1,-2.4,100.8,2.0,1.7,6.0,11.2,8.5,95.4
O=C(NC(=S)Nc1ccccc1N1CCOCC1)c1cccs1,116.1,1.8,87.9,2.0,0.0,4.8,12.6,8.6,94.6
COc1ccc(N(CC(=O)Nc2ccc(F)cc2F)S(=O)(=O)c2c(C)nn(C)c2C)cc1,96.6,-2.0,97.8,2.0,1.9,-0.8,-8.7,4.5,105.9
O=C(CCNS(=O)(=O)c1ccccc1)N1CCCC1,95.1,/,112.3,0.0,1.2,/,-2.8,/,104.1
CC1(C)CC(=O)C(=Cc2cn(CCC#N)nc2-c2ccc(F)cc2)C(=O)C1,95.7,6.2,91.1,2.0,2.8,-2.4,8.4,8.7,102.9
CN(CC(=O)N1CCCCCC1)S(=O)(=O)c1ccc(Br)cc1,97.6,-2.5,102.1,0.0,-0.1,-1.9,-2.0,2.9,100.6
CCCCOc1ccc(C(=O)N2CCC(C)CC2)cc1,92.4,5.6,88.1,1.0,-0.6,6.9,-1.1,7.6,95.7
CCOc1ccc(S(=O)(=O)Nc2ccc(O)c(Sc3ncn[nH]3)c2)cc1,103.1,3.5,97.2,2.0,-4.3,-0.3,-8.5,5.6,83.7
Cc1noc(C)c1COc1ccccc1C(=O)NC1CCC(C)CC1 (centres undefined),98.4,-2.2,119.9,0.0,3.5,0.3,18.1,2.3,95.8
CC1(C)C(c2cccs2)=[N+]([O-])C2(CCCCC2=O)N1O (centres undefined),105.1,-0.1,103.7,1.0,1.1,1.2,-5.3,6.3,116.3
CCC(=O)N1CCn2c1nc1ccccc12,104.5,5.3,103.3,1.0,2.4,1.4,14.3,5.8,94.9

# Retrieved by compound from the entries so far:
SMILES,AGP1 TOR yeast,MCL1 BIM primary,CIT2-GFP yeast,GRK2 inh,MEX-5 binding,GLD-1 TGE inh,VLA-4 inh,Bcl-xL primary,Yeast superoxide
CCCCOc1ccc(C(=O)N2CCC(C)CC2)cc1,92.4,5.6,88.1,1.0,-0.6,6.9,-1.1,7.6,95.7
CC1(C)C(c2cccs2)=[N+]([O-])C2(CCCCC2=O)N1O (centres undefined),105.1,-0.1,103.7,1.0,1.1,1.2,-5.3,6.3,116.3
Cc1noc(C)c1COc1ccccc1C(=O)NC1CCC(C)CC1 (centres undefined),98.4,-2.2,119.9,0.0,3.5,0.3,18.1,2.3,95.8

# The listing continues.
SMILES,AGP1 TOR yeast,MCL1 BIM primary,CIT2-GFP yeast,GRK2 inh,MEX-5 binding,GLD-1 TGE inh,VLA-4 inh,Bcl-xL primary,Yeast superoxide
NC(=S)N/N=C/c1ccc2ccccc2c1,90.0,13.7,90.3,4.0,-2.6,-2.6,6.3,0.3,79.4
O=C(CSc1ccc2nnc(-c3cccs3)n2n1)N1CCCC1,104.3,3.7,102.4,0.0,-2.2,4.5,4.4,1.5,94.5
Fc1ccc(-c2csc(N3CCC(c4ccccc4)C3)n2)cc1 (centres undefined),101.8,2.7,94.9,0.0,2.5,-0.2,-2.6,1.3,109.2
CCN1CCN(CC(O)COc2cccc(OC)c2)CC1 (centres undefined),102.7,-5.3,99.3,0.0,-0.1,3.9,16.6,4.6,100.3
Cc1oc(-c2cccs2)nc1CN1CCC(C(=O)N2CCCC2)CC1,104.6,-3.7,104.9,0.0,-2.8,3.0,14.6,-0.3,94.0
O=C(Nc1ccc(O)cc1)c1ccc(NC(=O)c2ccco2)cc1,99.0,0.8,95.3,0.0,-0.1,-3.4,11.6,0.0,91.9
COc1cc(Cl)ccc1OCc1cc(C(=O)N2CCN(C)CC2)no1,104.6,11.1,106.7,0.0,-2.9,2.2,2.2,5.4,86.1
Cc1cc(C)c2c(N)c(C(=O)N/N=C/c3cccnc3)sc2n1,108.5,1.4,98.7,1.0,-10.4,4.1,1.8,2.7,125.7
Cc1cc(NC(=O)Nc2c[nH]c(=O)[nH]c2=O)ccc1Br,97.1,3.3,103.4,0.0,-2.2,9.3,3.9,6.6,106.2
COc1ccc(CN(CC2CCC(C(=O)O)CC2)C(=S)Nc2ccccc2C)cc1 (centres undefined),89.2,9.2,96.9,1.0,0.6,-0.2,11.8,8.3,109.3
COc1cc2c(cc1OC)n(CC(=O)NC1CCCCCC1)n1c(C)cc(=O)nc21,109.7,5.4,109.2,0.0,-1.6,-0.8,5.5,3.5,95.8
CCO[C@@H]1OC(C(=O)N2CCOCC2)=C[C@H](c2ccc(C(F)(F)F)cc2)[C@H]1CCCO,103.9,0.6,102.4,0.0,-2.7,-8.4,-2.8,5.9,103.5
CC(=O)c1ccc(C)cc1OC(=O)c1cccc(F)c1,107.0,-2.7,107.9,1.0,1.1,1.6,5.9,0.5,89.7
COc1cccc(CC(=O)N2CCCC(CCC(=O)N3CCN(c4ccccn4)CC3)C2)c1 (centres undefined),99.9,-1.0,98.4,4.0,2.5,2.7,-4.8,8.0,93.5
Cc1cc(C(=O)COC(=O)c2cccnc2Cl)c(C)n1C,100.8,/,102.0,3.0,/,2.4,5.5,/,93.9
COc1ccc(S(=O)(=O)N2CCCC2)cc1NC(=O)c1ccccc1,97.6,6.3,96.4,0.0,0.3,-1.4,-0.4,7.9,104.7

# High-throughput results: PubChem BioAssay, several laboratories
